PriA SSB inh: inhibitors of Klebsiella pneumoniae PriA binding to SSB C-terminal tail; AlphaScreen SSBct-PriA binding, biotinylated peptide; inhibition, % at 33 µM; 430,000 compounds, 0.6% hits; in the data active = inhibition mostly above about 37%, no sharp cut-off; inactive = mostly below about 20%;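 note: plate controls were negative control peptide for no effect and reference peptide for full effect; strong numbers were not always called active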
* hit, by the source's call; i = inactive; & = joins results of further samples. Not all compounds are listed; count on the stated rates, not on these rows.

| structure | PriA SSB inh |
| --- | --- |
| CC(=O)c1ccc(S(=O)(=O)NCCn2ccnc2-c2ccccn2)cc1 | 2 |
| COCCNC(=O)c1ccc(CNS(=O)(=O)c2ccc(C(C)(C)C)cc2)cc1 | -7 |
| O=C(NCc1cccs1)C1CN(c2nc3c(C(F)(F)F)cccc3s2)C1 | -5 |
| CCOc1cc(C(=O)NN=CC2CC=CCC2)cc(OCC)c1OCC (stereo not given) | -11 |
| O=C(Nc1cnn(CC2COc3ccccc3O2)c1)c1ccc2ncsc2c1 (stereo not given) | 7 |
| c1ccc2c(c1)c1ccccc1n2CCOCCOCCn1c2ccccc2c2ccccc21 | -10&-3 |
| O=C(c1cccc(C(F)(F)F)c1)N1CCC(Oc2cnccn2)C1 (stereo not given) | -13 |
| Cn1c(=O)c2c(ncn2CC(=O)Nc2ccccc2Cc2nc(C3CC3)no2)n(C)c1=O | -13 |
| Cc1ccccc1NC(=O)C1CCN(S(C)(=O)=O)CC1 | -29&12 |
| Cc1cccc(OC2CCN(S(=O)(=O)Cc3cccc(F)c3)CC2)n1 | 6 |
| Cc1cc(C)n(CCNS(=O)(=O)c2c(C)n[nH]c2C)n1 | -14 |
| CCCN1CCCc2cc(CCNS(=O)(=O)c3cc(Cl)ccc3OC)ccc21 | 56* |
| COc1cc(C=NNC(=O)c2c(-c3ccccc3)noc2C)ccc1O | -5 |
| O=C(NN=Cc1ccc(CNS(=O)(=O)c2ccccc2)o1)C(=O)Nc1ccc(F)cc1 | -11 |
| CCOC(=O)c1c(-c2ccco2)csc1NC(=O)CSc1ncnc2sc3c(c12)CCC3 | -8 |
| COC(=O)c1sc2ccccc2c1NC(=O)c1ccc(C(=O)Nc2c(C(=O)OC)sc3ccccc23)s1 | -17 |
| CSc1nc2ccc(NC(=O)c3cccc(C)c3)cc2s1 | -2 |
| NC1=NC(=O)C(CC(=O)Nc2ccc(OC(F)(F)C(F)Cl)cc2)S1 (stereo not given) | 8 |
| CO[C@@](C)(CNS(=O)(=O)c1ccc2c(c1)OCCCO2)c1cccc(Cl)c1 | -4 |
| C=CCN1C(=O)C2C3C=CC(O3)C2C1=O (stereo not given) | 15 |
| CCOC(=O)c1cccc(C(=O)Nc2nc3ccc(C)cc3s2)n1 | 1 |
| COc1ccc(-c2c(C#N)c(C)nc3sc(C(=O)c4ccc(C)cc4)c(N)c23)cc1OC | -19&-1 |
| O=S(=O)(c1ccc2c(c1)CCCC2)N1CCC(Oc2ncccc2Cl)CC1 | -5 |
| Cc1nc(C(=O)N[C@H]2CC(=O)N(C3CC3)C2)cs1 | -7 |
| O=C(CCCn1c(=O)[nH]c2ccccc2c1=O)N1CCN(c2ncccn2)CC1 | -7 |
| Cc1cc(NC(=O)c2snnc2C)n(-c2nc3c(c(=O)[nH]2)CCC3)n1 | 1 |
| COc1cccc2cc(C(=O)O)oc12 | -15 |
| Cc1ccc(NC(=O)CN2CCC(C(=O)NCc3ccco3)CC2)c(C)c1 | -22 |
| BrC(/C=C\c1ccccc1)=NNc1nc(N2CCOCC2)nc(N2CCOCC2)n1 | 11 |
| CCCCCCCCCCCCCCCC[n+]1ccc(C=NO)cc1 | -4 |
| O=C(Nc1ccc2c(=O)c3ccccc3oc2c1)c1ccccc1Br | -4 |
| CSc1nn(Cc2ccc(F)cc2)c(N)c1S(=O)(=O)c1ccccc1 | -12 |
| O=C(NCCn1ncccc1=O)c1ccc2ccccc2c1 | -12 |
| O=C(CSCCSCC(=O)Nc1ccccc1)Nc1ccccc1 | -10 |
| O=C(O)CN1C(=O)COc2ccccc21 | 3 |
| COc1cc(OC)c(NC(=O)c2nnn(-c3ccccc3C)c2-c2ccncc2)cc1Cl | -16 |
| CN(c1ccsc1C(=O)NCc1ccco1)S(=O)(=O)c1ccccc1 | 9 |
| CC(CC(=O)N(C(C)C)C(C)C)=NNC(=O)COc1ccc(Cl)cc1Cl | 1 |
| Cc1csc(C(=O)NCCn2nc(-c3ccccn3)n(C)c2=O)c1 | -10 |
| CCOc1ccc2ccccc2c1C(=O)Nc1ccc2c(c1)CN(C(=O)c1ccco1)CC2 | 5&7 |
| O=C(NCCN1CCOC(c2ccccc2)C1)c1ccco1 (stereo not given) | -12 |
| Cc1ccc(N2CCCS2(=O)=O)cc1NC(=O)C(=O)NCc1ccc(Cl)cc1 | -20 |
| Cc1c(C(=O)N2CCc3ccccc32)sc2nc(-c3ccc(F)cc3)cn12 | -13 |
| CON=CNC(=O)N1OC[C@@H]2COc3ccc4ccccc4c3[C@@H]21 | -12 |
| CN(C)S(=O)(=O)c1ccc(C(=O)NCCn2ncc3c(N4CCCCCC4)ncnc32)cc1 | -25 |
| O=C(Cc1ccccc1Cl)N1CCC[C@H](Cc2nc(-c3ccsc3)no2)C1 | 6 |
| Cc1ccc(CNS(=O)(=O)c2ccc(F)c(C(=O)Nc3cc(C)ccc3C)c2)cc1 | -8 |
| COc1ccc(CC(=O)Nc2ccc3c(c2)CC(=O)N3)cc1OC | -16 |
| COc1ccccc1C1=NN(C(C)=O)C(C2CC(c3ccsc3)=NN2c2ccccc2)C1 (stereo not given) | -12 |
| Cc1ccc(C)c(N2CCN(c3ccc(S(=O)(=O)C(C)(C)C)nn3)CC2)c1 | -14 |
| Fc1ccc(-c2ccc(C(=S)N3CCN(c4cccc(C(F)(F)F)c4)CC3)o2)cc1 | -1 |
| O=C(Nc1ncn[nH]1)C1CCN(c2cc(C3CC3)ncn2)CC1 | 10 |
| COc1ccc(OC)c2c1sc(=NC(=O)c1cc(-c3cccs3)nc3ccccc13)n2C | 3 |
| CCCCCn1c(SCC#N)nc2cc(C(=O)NC[C@H]3CCCO3)ccc2c1=O | -8 |
| CCc1ccccc1NC(=O)CSc1nc2ccccc2nc1C | -15 |
| O=C(NCc1nncn1-c1ccccc1)c1cnn2c1OCCC2 | -5 |
| COc1cc(=O)n(C)cc1C(=O)NCc1cncc(-c2ccsc2)c1 | 2 |
| N#Cc1cccnc1OC1CCN(C(=O)Cc2ccccc2Cl)CC1 | -11 |
| Cn1c(O)c(C=NNc2ccccc2)c(=O)n(C)c1=O | 12 |
| O=C(Nc1cccc(I)c1)C(=O)c1c(O)[nH]c2ccccc12 | -1 |

Continued.
| structure | PriA SSB inh |
| --- | --- |
| CCOC(=O)CSc1ncnc2c1cnn2-c1cccc(Cl)c1 | -7 |
| CCOc1ccc(NC(=O)CCC(=O)NN=Cc2ccc([N+](=O)[O-])s2)cc1 | -3 |
| COc1cn(CC(=O)Nc2ccc(OC(F)(F)F)cc2)c(CN2CCC(C)CC2)cc1=O | 3 |
| COc1ccc(Cl)cc1NC(=O)NCCCn1ncccc1=O | -3 |
| Clc1cc(Cl)nc(N2CCOCC2)n1 | -14 |
| CCOc1ccc(S(=O)(=O)Nc2ccc(Nc3ccc(-n4cccn4)nn3)cc2)cc1 | 70* |
| CC1CCc2c(sc(NC(=O)c3ccc(Br)cc3F)c2C#N)C1 (stereo not given) | 5 |
| ON=Cc1cn(-c2ccccc2)nc1-c1ccc2c(c1)OCCO2 | -4 |
| O=C(Cc1csc(N2CCOCC2)n1)NN=Cc1ccc(Cl)cc1Cl | 4 |
| COc1ccc(CC(=O)NCC2CCN(C(C)C)CC2)cc1 | -1 |
| O=C(Nc1ccc2c(=O)c3cccc(Cl)c3oc2c1)c1cccc([N+](=O)[O-])c1 | 2 |
| O=C1CC(C(=O)Nc2ccc(Cl)cc2)SC(=N/N=C/c2ccco2)N1 (stereo not given) | i |
| CCOC(=O)c1c(N=Cc2ccc(N(CC)CC)cc2O)sc2c1CCCC2 | -7 |
| O=C(CN(CCc1ccccc1)S(=O)(=O)c1ccc(Cl)cc1)NN=Cc1ccccc1C(=O)O | 2 |
| O=C(Cn1nnc2ccccc21)Nc1cc(-n2cccn2)ncn1 | -14 |
| COc1cc(C=NN2CCN(c3ccccc3)CC2)ccc1OC(C)=O | -9 |
| NC(=O)C1CCN(CC(=O)NCc2ccco2)CC1 | 8 |
| O=C(CC(NCc1cccnc1)C(=O)O)NN(c1ccccc1)c1ccccc1 (stereo not given) | 2 |
| O=C(NCCC1=CCCCC1)C(=O)NCC(c1ccsc1)N1CCCCCC1 (stereo not given) | -4&-2 |
| COc1ccc2nc(NCc3ccccn3)sc2c1 | -2 |
| CSc1cccc(NC(=O)C(=O)NCC2CCN(C(=O)c3ccncc3)CC2)c1 | -3 |
| C#CCn1c(=NC(=O)c2ccn(C)n2)sc2cccc(F)c21 | -2 |
| CCNC(=O)Cc1nc(-c2ccncc2)n[nH]1 | -8 |
| Cc1nc2ccccc2c(=O)n1N=Cc1cc(Br)cc(Br)c1O | -11 |
| CCOC(=O)c1c(-c2ccc(Cl)cc2)csc1NC(=O)CSc1nc2c(c(CC)c1C#N)C(=O)CC(C)(C)C2 | -12 |
| Cc1nccn1CC(=O)NN=Cc1cccc(O)c1 | 4 |
| O=C(Cc1ccc(F)cc1)Nc1ccc(Cl)c2ncsc12 | -9 |
| O=C(CCSc1ccccc1)NCCOc1ccc2c(c1)OCO2 | 22 |
| CC(=NNC(=O)c1cc2ccccc2cc1O)c1ccc(C)o1 | -4 |
| O=C(COc1ccccc1)NN=Cc1ccc2c(c1)OCO2 | -9 |
| CCOC(=O)N1CCN(C(=O)c2csc(NC(=O)c3ccccc3)n2)CC1 | -2 |
| O=C(C1c2ccccc2Oc2ccccc21)N1CCN=C1SCc1ccccc1F | -5 |
| COCCNS(=O)(=O)c1c(C(C)C)cc(C(C)C)cc1C(C)C | -17&1 |
| O=C(NCc1cccs1)NCC1CCCN1c1ccccc1 (stereo not given) | 22 |
| CCn1nnc2c(NCc3ccc4c(c3)OCO4)ncnc21 | -27 |
| CN(Cc1c(C(=O)NN=Cc2cccc(F)c2)nnn1-c1nonc1N)c1ccccc1 | -26 |
| O=C(CSc1nnc(-c2ccc(S(=O)(=O)N3CCCCCC3)cc2)o1)Nc1ncccn1 | -3&-9 |
| CCOC(=O)c1nn(-c2ccccc2Cl)c(=O)cc1OCc1cccc([N+](=O)[O-])c1 | -4 |
| CCC(C)(C(=O)NC1CCCC1)N(C)C(=O)Cc1cccs1 (stereo not given) | -5&-3 |
| NNC(=O)C(=O)C=C1NC2(CCCC2)Cc2ccccc21 | 11 |
| CCc1c(C)nc2n(c1=O)CC(C(=O)N1CCN(S(=O)(=O)C3CC3)CC1)CS2 (stereo not given) | 8 |
| CCOc1ccccc1C=NNC(=O)c1cccc(S(=O)(=O)N(CC)CC)c1 | -3 |
| CC(C)(Oc1ccc(Cl)cc1)C(=O)N1CC(c2nc(C3CC3)no2)C1 | -16 |
| CSc1ccc(CN2CC(c3nc(-c4cccs4)no3)C2)cc1 | 5 |
| O=c1ccc(-c2ccncc2)nn1CCNS(=O)(=O)c1ccc(OC(F)(F)F)cc1 | -3&2 |
| COc1ccc(OC)c(C=NNC(=O)CC(=O)NCc2ccccc2)c1 | 5 |
| Cn1cc(C(=O)NCC2CCN(c3nccnc3C#N)CC2)nn1 | -15 |
| COc1ccc(CNC(=O)Cn2c(=O)n(CCCCC(=O)NCC(C)C)c(=O)c3ccccc32)cc1 | -3 |
| O=S(=O)(c1ccc(Br)cc1)N1CCC(Cn2ccnc2)CC1 | 5 |
| O=C1C(=O)N(CCN2CCOCC2)C(c2ccc([N+](=O)[O-])cc2)C1=C(O)c1ccc2c(c1)OCO2 (stereo not given) | -6 |
| Cc1ccc2[nH]c(C(=O)NCc3cccnc3)c(NC(=O)c3ccc(F)cc3)c2c1 | -3 |
| CC(C)(C)OC(=O)N1CCC(Oc2cnccn2)CC1 | 8 |
| COCCN(Cc1ccoc1)C(=O)c1ccno1 | -1 |
| CCOC(=O)N1CCc2c(sc(NC(=O)c3ccc(S(=O)(=O)N(C)C)cc3)c2-c2nc3ccccc3s2)C1 | 7 |
| COCCN1CCC(NC(=O)c2cc(OC)cc(OC)c2)CC1 | -1 |
| O=C(CCS(=O)(=O)c1ccccc1)Nc1cnn([C@H]2CCOC2)c1 | -10 |
| COC(=O)c1sccc1NC(=O)CSc1nccn2nc(-c3cccc4ccccc34)cc12 | -16 |
| CC(C)CCN1C(=O)C(C)(C)COc2cc(NC(=O)c3cccc(F)c3)ccc21 | -7 |
| COc1ccccc1NCC(=O)NN=C(C)c1ccc(Br)s1 | 1 |
| CN(C)c1cncc(OC2CCN(S(=O)(=O)C3CC3)C2)n1 (stereo not given) | 7 |

(next part)
| structure | PriA SSB inh |
| --- | --- |
| NC(=O)Cc1csc(Nc2ccc(F)cc2)n1 | -10 |
| Cc1cc2ncn(N=Cc3cccnc3)c2cc1C | -8 |
| CC1=CS/C(=C(/C#N)C(=O)NCc2ccccc2)N1c1ccccc1 | -7 |
| Cn1cc(CC(=O)O)c2ccccc21 | -14&-6 |
| Cc1onc(-c2ccccc2Cl)c1C(=O)Nc1ccc2c(c1)N(C(=O)C1CC1)CC2 | 4 |
| COC(=O)c1ccc(Oc2c(C)oc3c4c(ccc3c2=O)OCN(Cc2cccnc2)C4)cc1 | -18 |
| CC(C)CC(=O)Nc1ccc(-n2cnc(C(=O)N3CCCC(C)C3)c2)nc1 (stereo not given) | -1 |
| COc1ccc(C)c2sc(N(CCN3CCOCC3)C(=O)c3ccc(C)c(C)c3)nc12 | 31 |
| Cc1cc(OC2CN(C(=O)CSC3CCCC3)C2)cc(=O)n1C | 0 |
| COc1ccc(F)cc1S(=O)(=O)N1CCC(CSCc2ccco2)CC1 | 6 |
| O=C(/C=C/c1cccs1)NC(=S)NCC1CCCO1 (stereo not given) | 7 |
| O=C(NCCS(=O)(=O)N1CCN(c2ncccn2)CC1)c1cccc(Cl)c1 | -1 |
| Cc1cc(O)c(C(c2ccccc2Cl)N2CCN(C)CC2)c(=O)n1Cc1ccco1 (stereo not given) | 20 |
| CCc1nc(SCC(=O)Nc2ccc(S(N)(=O)=O)cc2)c2c3c(sc2n1)CCC3 | -3 |
